# Source: PubChem BioAssay (several laboratories)
# INS promoter inh: TRM-6 insulin promoter activity inhibition; TRM-6 cells (human fetal islet line), insulin promoter-eGFP reporter, imaging; reporter expression induced with tamoxifen; inhibition, % at 2 µM; 130,000 compounds, 0.9% hits; AID 1273;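 active = inhibition above the mean plus 3 SD, with well images judged a real hit on visual review, cut at about 60% in these data, passing the limit was not always enough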
# sdo1 growth: restores growth of sdo1-depleted yeast; S. cerevisiae sdo1-depleted JHY4D growth rescue, OD600 30 h; hits give high values; pdr5 snq2 efflux-pump mutant strain; z-score at 10 µM; 140,000 compounds, 0.21% hits; AID 817;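 active = z-score above 3 at both the 24 hr and the 30 hr optical density reads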;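 note: z-score against mean and SD of all compound wells on the same plate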
# sdo1 growth Rescue 24 h: also measured in sdo1 growth; calls as there; z-score; S. cerevisiae sdo1-depleted JHY4D growth rescue, OD600; measured here: growth rescue at 24 h;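 0 is the plate mean of compound wells and units are plate SD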
# An asterisk follows results filed as active; . = not tested or not shown. Rows were taken by chance; overall some 0.94% were active at least once.
SMILES,INS promoter inh,sdo1 growth,sdo1 growth Rescue 24 h
O=C(CSc1ncnc2ccccc12)NCC(=O)c1ccccc1,36,.,.
CCOC(=O)c1ccc(NC(=O)c2cn(CCC#N)nc2-c2ccc3c(c2)OCCO3)cc1,.,0.26,0.16
O=C(Cn1nc(C(F)(F)F)c2c1CCCC2)NC1CCCC1,-30,1.3,0.91
COC(=O)c1cccc(NC(=O)CN2CCC(NC(=O)c3cc(OC)c(OC)c(OC)c3)CC2)c1,.,-0.08,-0.23
O=C(NCc1cccnc1)c1ccc(Cl)cc1[N+](=O)[O-],-54,2.3,0.89
CCn1c(SCC(=O)NCc2ccco2)nnc1C(C)C,.,-0.56,-1.5
COc1ccc(NC(=O)CN(C)C(C)C(=O)N2CCCCC2)cc1 (stereo not given),43,0.87,0.27
COC(=O)c1ccc(NC(=O)Cc2ccc(C)cc2)cc1,-10,-0.05,0.11
COc1cccc(Cn2cnc3c(N)c(C)c(C)cc32)c1,-44,.,.
O=C(NC1CCCC1)c1ccc(CS(=O)(=O)c2cccc(C(F)(F)F)c2)o1,.,0.33,0.29
COC(=O)C(C)Sc1ncnc2c1nnn2-c1ccc(F)cc1 (stereo not given),0,0.97,3
Cc1cccc(N2CCN(C(=O)c3ccccc3NC(=O)C3CC=CCC3C(=O)O)CC2)c1 (stereo not given),26,-0.15,-0.69
CCOc1cc(C(=O)OCC(=O)Nc2ncc(Cl)c(C)c2Cl)ccc1OCC(=O)N1CCOCC1,.,0.87,0.47
CC1Cc2nc(SCC(=O)NC3CCCCC3)n(C)c(=O)c2S1 (stereo not given),-144,0.31,0.84
CCCCNC(=O)c1onc(CSc2ccccc2)c1C(=O)O,41,0.87,0.2
Cc1ccc(N2C(=O)CC(Nc3ccccc3)C2=O)cc1 (stereo not given),49,0.48,0.26
Cc1ocnc1C(=O)Nc1ccc(Cl)cc1,-43,-0.23,-0.38
CCOc1ccccc1NC(=O)/C(C#N)=C/c1c(C)nn(-c2ccccc2)c1Cl,22,-1.4,-1.9
O=C(c1ccc(Cl)c(S(=O)(=O)NCc2ccco2)c1)N1CCN(c2ccc(F)cc2)CC1,-60,1.8,2.5
N#Cc1c(/N=C/c2ccco2)sc2c1CCCCC2,.,1.6,1.6
C/C(=N\Nc1nc(-c2cc(C)ccc2C)cs1)c1cc2ccccc2oc1=O,37,-0.38,-0.31
CC(C)(C)OC(=O)N1CCC[C@H]1c1nnc(SCc2c(Cl)cccc2Cl)o1,-15,-0.04,0.16
Cc1cc(C)n(-c2nc3ccccc3nc2N2CCN(S(=O)(=O)c3ccc4ccccc4c3)CC2)n1,-3,-1.2,-1.3
CCOC(=O)CSc1cccc2cccnc12,-14,0.38,0.01
O=C1c2ccccc2S(=O)(=O)N1CC1CC(c2ccccc2Cl)=NO1 (stereo not given),7,-1.3,-0.88
COc1ccc(NS(=O)(=O)c2cc(C(=O)O)ccc2C)cc1,.,1.3,1.2
COc1ccc(C(=O)c2oc3ccccc3c2NC(C)=O)cc1,34,0.39,0.32
Cc1cc(=O)[nH]c(SC/C=C/c2ccccc2)n1,65,-1.5,-1.3
COc1ccc(C(=O)NNC(=S)NC(=O)c2cccnc2)cc1,43,.,.
COc1cccc(C2=NOC(C(=O)Nc3cc(C)nn3-c3ccccc3)C2)c1OC (stereo not given),.,-0.44,-1.1

# In the list so far, these contain a COOH group:
SMILES,INS promoter inh,sdo1 growth,sdo1 growth Rescue 24 h
Cc1cccc(N2CCN(C(=O)c3ccccc3NC(=O)C3CC=CCC3C(=O)O)CC2)c1 (stereo not given),26,-0.15,-0.69
CCCCNC(=O)c1onc(CSc2ccccc2)c1C(=O)O,41,0.87,0.2
COc1ccc(NS(=O)(=O)c2cc(C(=O)O)ccc2C)cc1,.,1.3,1.2

# The list goes on:
SMILES,INS promoter inh,sdo1 growth,sdo1 growth Rescue 24 h
CCOC(=O)c1nc[nH]c1C,-11,0.3,-0.45
COc1ccc(CC2(CO)CCN(Cc3cnn(-c4ccccc4)c3)CC2)cc1,-31,.,.
CCC(C)C1C(C#N)=C(N)OC2=C1C(=O)CC(C)(C)C2 (stereo not given),.,-0.48,-0.66
O=C(Nc1nnc(SCC(=O)N2CCOCC2)s1)c1ccccc1Cl,.,1.1,1.5
CC(C)c1ccc(C(=O)CSc2ncn[nH]2)cc1,.,-0.8,-0.38
COc1ccccc1Nc1nc(C2(C)CCC(=O)O2)cs1 (stereo not given),-45,0.5,-0.08
c1ccc(Oc2nnc(-c3cccs3)c3ccccc23)cc1,23,-0.46,2
COC(=O)C1=C(N)Oc2cc(C)n(Cc3cccnc3)c(=O)c2C1c1cccc(OC)c1OC (stereo not given),.,0.94,-0.38
CCn1c(SCC(=O)N2CCCCC2)nnc1-c1ccc(S(=O)(=O)N2CCN(C)CC2)cc1,.,0.63,0.64
O=C(CN1C(=O)C2C3CC(C(Br)C3Br)C2C1=O)N1CCOCC1 (stereo not given),-17,0.1,-0.82
O=C(NCc1ccccc1)N1CCN(c2ccccc2F)CC1,-92,0.67,0.8
Cn1ccnc1SCC(=O)Nc1ccc2c(c1)OC(F)(F)O2,-14,.,.
COC(=O)c1cccc2c1-c1ccccc1/C2=N/O,3,-2.8,-1.8
CCOc1cc(/C=N/NC(=O)OC)ccc1OCCSc1ccc(Cl)cc1,49,-1.2,-0.89
CC(=O)NC(C)c1ccc(Cl)c(Cl)c1 (stereo not given),.,0.61,-0.01
COc1ccccc1CNS(=O)(=O)c1cc(C)ccc1OC,0,-0.06,-0.82
CC(C)NC(=O)COC(=O)c1ccc(Cl)c(S(=O)(=O)N2CCCC2)c1,-13,-0.06,-1
CC(C)CCNC(=O)c1cc(-c2ccco2)nc2ccccc12,-11,-0.47,-0.6
O=C(Nc1ccc(OC(F)F)c(Cl)c1)c1cccc(OC(F)F)c1,30,-1.3,-1.3
O=C(NCc1cccs1)C1CCC(CNS(=O)(=O)c2ccc(Br)s2)CC1 (stereo not given),-8,-0.6,0.03
N=C1C(c2nc3ccccc3c(=O)[nH]2)=C(O)CN1CCO,13,-0.21,-0.41
CN(CC(=O)NC1CCCCCC1)S(=O)(=O)c1cnc[nH]1,35,.,.
COc1ccccc1C(=O)Nc1ccccc1N1CCN(S(C)(=O)=O)CC1,-40,-0.94,-0.43
CCOc1ccccc1N=CC1=C(O)CC(c2ccccc2)CC1=O (stereo not given),-79,.,.
CC(=O)c1cnc(Nc2ccccc2)s1,-18,0.25,-0.61
CCCC(=O)Nc1cc(-c2nc3ncccc3o2)ccc1C,69,-0.46,-1.2
O=C(C[n+]1ccccc1)c1ccc(-c2ccccc2)cc1,-50,.,.
CCOC(=O)c1cnc2ccc(OC)cc2c1Nc1ccc2c(c1)OCCO2,7,-1.9,-0.69
COc1ccc(C(=O)Cn2nnc(-c3ccccc3NC(=O)C(F)(F)F)n2)cc1,31,-0.74,-0.1
CC1CCC(Nc2nnnn2-c2ccccc2)CC1 (stereo not given),.,0.2,-0.04

# Nothing new here: five of the compounds above.
SMILES,INS promoter inh,sdo1 growth,sdo1 growth Rescue 24 h
N=C1C(c2nc3ccccc3c(=O)[nH]2)=C(O)CN1CCO,13,-0.21,-0.41
CN(CC(=O)NC1CCCCCC1)S(=O)(=O)c1cnc[nH]1,35,.,.
COc1ccccc1C(=O)Nc1ccccc1N1CCN(S(C)(=O)=O)CC1,-40,-0.94,-0.43
CCOc1ccccc1N=CC1=C(O)CC(c2ccccc2)CC1=O (stereo not given),-79,.,.
CC(=O)c1cnc(Nc2ccccc2)s1,-18,0.25,-0.61

# Further entries.
SMILES,INS promoter inh,sdo1 growth,sdo1 growth Rescue 24 h
O=C(CCCN1CCC(O)(c2ccc(Cl)cc2)CC1)c1ccc(F)cc1,41,-1.7,-0.32
CCOC(=O)c1c(C)nc(-c2ccccc2)nc1N,-42,0.93,0.59
COc1nc(-c2ccccc2)ccc1-c1noc(-c2cccnc2)n1,-100,1.6,1.7
CCOC(=O)c1ccc(N2Cc3ccccc3C2=NC(=O)c2cccs2)cc1,.,-0.84,-0.34
CCOc1cc(NC(=O)c2ccco2)c(OCC)cc1NC(=O)Cc1ccc(OC)c(OC)c1,-69,0.07,-0.11
CC(C)NC(=O)CSc1nnc(-c2ccc(S(=O)(=O)N3CCCC3)cc2)n1CC1CCCO1 (stereo not given),.,-0.06,-0.48
Cc1nn(-c2ccccc2)c(N2CCCC2)c1/C=N/n1cnc2scc(-c3ccccc3)c2c1=O,.,0.88,1.7
C/C(CCC1CC(C)OC1=O)=N/Nc1nc(-c2ccccc2)cs1 (stereo not given),.,-1.8,-1.1
Cc1ccccc1CN(C)CC(=O)Nc1ccccc1Oc1ccccc1,.,-1,-0.96
COc1ccc(OC)c(-n2cnc3cc(C(=O)NCCCN4CCOCC4)ccc32)c1,-55,0.67,-0.06
COc1ccc(CNC(=O)c2cccs2)cc1,-8,0.05,-0.52
CN(C)S(=O)(=O)c1cccc(C(=O)Nc2ccccc2)c1,-7,.,.
S=C(NCCCc1ccccc1)Nc1ccc(Cl)cc1,-44,-2,-1.6
Cc1cc(C)c(NC(=O)C2CSCCS2)c(C)c1 (stereo not given),32,-0.38,-0.96
CCCN1C(=O)/C(=C/c2c(NCCCOC(C)C)nc3c(C)cccn3c2=O)SC1=S,-23,0.17,3.4
CCOc1ccccc1NC(=O)C1=C(C)NC(=O)NC1c1cccc(OC)c1OC (stereo not given),.,0.95,0.47
Cc1ccc2cc(C)c(SCC#N)nc2c1,.,-2.1,-1.7
COCCn1c(CN2CCN(C)CC2)nc2c1c(=O)n(C)c(=O)n2C,.,1.9,1.4
S=C(NCc1ccccc1Cl)NC1CCCC1,-7,-0.8,-0.63
Cc1cc(C(=O)Cn2nc(C(=O)O)c3ccccc3c2=O)c(C)n1-c1ccc(F)cc1,15,-0.75,-0.79

# Single values from the entries so far.
# N#Cc1c(/N=C/c2ccco2)sc2c1CCCCC2 in sdo1 growth Rescue 24 h is entered as 1.6
# CN(C)S(=O)(=O)c1cccc(C(=O)Nc2ccccc2)c1 in INS promoter inh is entered as -7
# COC(=O)c1ccc(NC(=O)Cc2ccc(C)cc2)cc1 in INS promoter inh is entered as -10

# (listing goes on)
SMILES,INS promoter inh,sdo1 growth,sdo1 growth Rescue 24 h
COC(=O)C(NC(=O)c1ccco1)(Nc1nc(C2CC2)cs1)C(F)(F)F (stereo not given),-30,1.1,0.6
O=C(COc1ccccc1)NC(NC(=S)Nc1ccccc1C(=O)O)C(Cl)(Cl)Cl (stereo not given),-48,0.47,-0.03
CCCn1c(CCC(=O)O)ccc1-c1cccs1,3,-0.11,-0.95
CCCCOc1ccc(-c2nnn(CC(=O)NCCc3c[nH]c4ccccc34)n2)cc1,-175,-1.7,-0.81
Cc1cccc(-n2nnc(C(=O)NCc3ccccc3)c2N)c1,3,0.7,0.12
O=C(c1ccco1)N1CCN(C(=O)c2cccc3c2C(=O)N(Cc2cccnc2)C3)CC1,.,0.84,0.68
O=C(NCc1ccc(Cl)cc1)c1ncn[nH]1,-33,.,.
OCCn1c(-c2ccc3c(c2)OCO3)csc1=Nc1ccccc1,5,-1.3,-1.2
COc1ccc(C2=Nn3c(nnc3C3CCCCC3)SC2)cc1OC,14,-0.8,-0.12
O=C(c1n[nH]c(=O)c2ccccc12)N1CCN(c2ccc(F)cc2)CC1,.,0.94,0.07

# A second format for some results above:
Structure	INS promoter inh	sdo1 growth	sdo1 growth Rescue 24 h
Cc1cccc(-n2nnc(C(=O)NCc3ccccc3)c2N)c1	3	0.7	0.12
O=C(c1ccco1)N1CCN(C(=O)c2cccc3c2C(=O)N(Cc2cccnc2)C3)CC1	.	0.84	0.68
O=C(NCc1ccc(Cl)cc1)c1ncn[nH]1	-33	.	.
OCCn1c(-c2ccc3c(c2)OCO3)csc1=Nc1ccccc1	5	-1.3	-1.2
COc1ccc(C2=Nn3c(nnc3C3CCCCC3)SC2)cc1OC	14	-0.8	-0.12

# (next part)
SMILES,INS promoter inh,sdo1 growth,sdo1 growth Rescue 24 h
N=c1ncn(CC(O)CO)c2nc(N3CCOCC3)[nH]c12 (stereo not given),45,0.69,-0.4
Cc1c(NC(=O)/C(C#N)=C/c2ccc(-c3cccc(Cl)c3)o2)c(=O)n(-c2ccccc2)n1C,.,-1.7,-1.1
CC(C)COC(=O)N1CCCC1C(=O)Nc1nccs1 (stereo not given),.,1.1,0.51
CSc1cccc(NC(=S)N(CCC(C)C)C2CCN(C(C)=O)CC2)c1,53,.,.
S=c1[nH]nc(-c2cc(-c3ccsc3)n[nH]2)n1-c1cccc2ccccc12,0,.,.
Cc1sc(NC(=O)C2CC=CCC2C(=O)O)c(C(=O)OC(C)C)c1C (stereo not given),-17,0.69,0.78
O=C(CN1C(=O)C(=O)c2ccccc21)OCN1C(=O)c2ccccc2C1=O,-20,.,.
CN(Cc1ccccc1)C(=O)CCn1c(=O)oc2ccccc21,.,-0.39,-1
Cc1noc(C)c1S(=O)(=O)N1CCCC(C(=O)N2CCC(C)CC2)C1 (stereo not given),.,0.14,-0.28
O=C(O)CCC(=O)Nc1ccc(Br)c(Cl)c1,2,1.3,1.6
O=C(NCc1cccs1)C1CCCN1C(=O)Nc1cccc(Cl)c1 (stereo not given),-60,.,.
Cc1cc(N2CCCC2=O)cc(C)c1S(N)(=O)=O,-36,0.69,0.65
O=C(Cc1ccc(Cl)cc1)NC(=S)Nc1ccccc1N1CCOCC1,.,-1.3,-0.51
COc1ccccc1N1CCN(C(=O)Cn2c(=O)[nH]c3ccsc3c2=O)CC1,-23,0.27,-0.06
Cc1ccnc(N2CCC(C(=O)Nc3ccc4c(c3)OCO4)CC2)n1,15,0.83,1.7
COc1ccccc1-c1nnc(SCC(=O)N2CCOCC2)n1-c1ccccc1,-66,0.15,-0.18
Cc1nc2ccccn2c1C(=O)CSc1ccc(Cl)cc1Cl,36,-1.9,-0.69
Cc1c(NC(=O)/C=C/c2cccs2)c(=O)n(-c2ccccc2)n1C,-11,0.22,-0.41
CC(=O)N1N=C(c2ccccc2)OC1(C)CC(=O)Nc1ccccc1 (stereo not given),.,0.89,0.81
COc1ccc(S(=O)(=O)Nc2ccc3ccccc3c2)cc1C,6,-1.1,-0.19
